PAFAH2 FP inh: PAFAH2 (human) inhibition. Q99487. recombinant PAFAH2, FP-rhodamine activity probe, fluorescence polarization. inhibition, % at 3.39 µM. hit rate 0.99% among 340,000;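 active = inhibition above the mean over all tested compounds plus 3 SD, cut at about 30% in these data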;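 note: inhibitors block probe labeling of enzyme so polarization drops; 0% = enzyme with DMSO and 100% = wells lacking PAFAH2 protein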
pPAFAH FP inh: inhibitors of human plasma PAF acetylhydrolase (pPAFAH); Q13093; recombinant pPAFAH, FP-rhodamine probe fluorescence polarization; inhibition, % at 3.39 µM; hit rate 1.5% among 330,000; AID 463082;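 active = inhibition above the mean inhibition across the screen plus 3 SD, cut at about 25% in these data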;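 note: inhibitors block binding of the rhodamine activity-based probe so polarization drops; 0% = enzyme with DMSO and 100% = wells lacking pPAFAH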
Target sequence (Q13093 whole entry, looked up): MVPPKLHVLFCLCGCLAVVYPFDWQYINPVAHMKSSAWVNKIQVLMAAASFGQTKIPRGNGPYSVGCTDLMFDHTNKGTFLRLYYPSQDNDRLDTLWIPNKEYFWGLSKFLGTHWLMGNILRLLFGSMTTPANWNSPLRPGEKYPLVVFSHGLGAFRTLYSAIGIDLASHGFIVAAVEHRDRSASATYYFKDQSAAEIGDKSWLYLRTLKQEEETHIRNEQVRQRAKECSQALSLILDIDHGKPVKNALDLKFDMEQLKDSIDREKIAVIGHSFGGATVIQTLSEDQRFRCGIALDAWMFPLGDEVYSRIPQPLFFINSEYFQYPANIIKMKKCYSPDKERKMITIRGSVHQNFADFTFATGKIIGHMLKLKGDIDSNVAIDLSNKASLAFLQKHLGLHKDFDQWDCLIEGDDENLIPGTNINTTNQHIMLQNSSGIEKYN
PAD4 FP inh: inhibitors of human PAD4; Q9UM07; recombinant PAD4, RCA probe fluorescence polarization; inhibition, % at 6.36 µM; hit rate 0.41% among 330,000; AID 485272;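 active = percent inhibition above a cutoff equal to the mean of all tested compounds plus 3 SD, cut at about 15% in these data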;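 note: 0% = PAD4 with RCA probe and DMSO and 100% = probe without PAD4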
Target sequence (Q9UM07 whole entry, looked up): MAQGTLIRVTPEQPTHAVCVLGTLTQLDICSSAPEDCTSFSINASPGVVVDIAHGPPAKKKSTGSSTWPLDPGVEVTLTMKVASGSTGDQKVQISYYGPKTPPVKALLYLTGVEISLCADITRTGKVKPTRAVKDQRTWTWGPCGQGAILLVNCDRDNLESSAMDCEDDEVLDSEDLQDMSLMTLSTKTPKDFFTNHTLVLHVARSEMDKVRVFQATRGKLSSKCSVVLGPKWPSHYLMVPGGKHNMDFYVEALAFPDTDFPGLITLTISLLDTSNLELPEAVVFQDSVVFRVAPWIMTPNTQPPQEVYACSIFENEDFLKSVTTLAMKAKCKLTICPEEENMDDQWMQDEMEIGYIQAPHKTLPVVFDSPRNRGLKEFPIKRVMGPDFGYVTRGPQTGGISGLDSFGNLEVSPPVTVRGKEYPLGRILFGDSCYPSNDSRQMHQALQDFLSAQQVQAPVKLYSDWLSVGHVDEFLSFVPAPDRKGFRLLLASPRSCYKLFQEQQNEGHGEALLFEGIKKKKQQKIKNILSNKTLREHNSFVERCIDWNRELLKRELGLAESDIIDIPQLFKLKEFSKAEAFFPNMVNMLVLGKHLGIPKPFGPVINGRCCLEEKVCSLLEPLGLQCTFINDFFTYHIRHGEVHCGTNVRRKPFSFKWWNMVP
GSTO1 inh: blocks human GSTO1 in RBBP9 counter-screen | recombinant GSTO1, activity-based probe fluorescence polarization | inhibition, % at 5.96 µM | P78417 | hit rate 1.1% among 300,000;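 active = inhibition above the campaign mean inhibition plus 3 SD, cut at about 35% in these data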;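 note: 0% = GSTO1-1 with DMSO and 100% = wells lacking GSTO1-1 enzyme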
PREPL inh: inhibits the human prolyl oligopeptidase-like enzyme | Q4J6C6 | recombinant PREPL, fluorescence polarization activity-based probe | inhibition, % at 5.96 µM | hit rate 0.68% among 320,000; in the data active = inhibition above about 43%;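 note: 0% = enzyme with DMSO and 100% = wells lacking enzyme; many of its hits are not listed in these tables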
PAFAH1B3 FP inh: inhibitors of human PAFAH1B3. recombinant PAFAH1B3, FP-rhodamine probe, fluorescence polarization. hit rate 0.28% among 340,000. inhibition, % at 3.39 µM. AID 492972;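 active = inhibition above the screen-wide average of all tested compounds plus 3 SD, cut at about 25% in these data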;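 note: 0% = enzyme with DMSO only and 100% = wells lacking PAFAH1B3 protein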
LYPLA1 inh: LYPLA1 (human) inhibition in PME1 counter-screen; O75608; recombinant LYPLA1, FP-Rh probe fluorescence polarization; inhibition, % at 5.9 µM; hit rate 0.16% among 320,000;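 active = inhibition above the mean of all tested compounds plus 3 SD, set per campaign, cut at about 14% in these data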;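 note: inhibitors block serine hydrolase probe labeling of LYPLA1 so polarization falls; 0% = enzyme with DMSO and 100% = wells lacking LYPLA1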
LYPLA2 counter: counter-screen for PME1 inhibitors: inhibitors of human LYPLA2; O95372; recombinant LYPLA2, FP-Rh probe fluorescence polarization; inhibition, % at 5.9 µM; hit rate 0.38% among 320,000; AID 2177;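 active = inhibition above the screen-wide mean plus 3 SD, limit set per campaign, cut at about 26% in these data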;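 note: 0% = LYPLA2 with DMSO and 100% = wells lacking LYPLA2 enzyme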
PAFAH1B2 inh: inhibitors of human PAFAH1B2; P68402; recombinant PAFAH1B2, FP-rhodamine activity probe, fluorescence polarization; inhibition, % at 3.39 µM; hit rate 1.2% among 340,000;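 active = inhibition above the mean of all tested compounds plus 3 SD, cut at about 24% in these data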;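 note: 0% = enzyme with DMSO and 100% = wells lacking PAFAH1B2; many of its hits are not listed in these tables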
Numbers without * were called inactive; . = not tested or not shown. This is a subset (hit frequency here may not be typical).

SMILES	PAFAH2 FP inh	pPAFAH FP inh	PAD4 FP inh	GSTO1 inh	PREPL inh	PAFAH1B3 FP inh	LYPLA1 inh	LYPLA2 counter	PAFAH1B2 inh
COc1cc(CNn2nnnc2N)ccc1OCC(=O)NC(C)(C)C	-1	-5	-5	0	-8	2	0	3	0
CCn1cnc2c1c(=O)n(Cc1cccc(Br)c1)c(=O)n2Cc1ccccc1	-5	3	-6	14	-4	0	-5	-6	3
Cc1ccc(OCC(=O)N/N=C\c2cn(Cc3ccccc3)c3ccccc23)cc1C	1	4	3	-2	9	8	-1	0	4
Cc1nn(C)cc1C(=O)c1ccccc1	1	-11	-3	4	12	2	2	0	3
CC(C)CCNC(=O)CNC(=O)c1cccs1	-2	3	-3	4	1	-3	0	-1	-2
CCOC(=O)/C(C#N)=C1\Nc2ccccc2N=C1N(CC(C)C)CC(C)C	-8	4	-4	13	7	10	1	-2	0
Cc1ccc2c(CC(=O)O)coc2c1C	-3	-6	3	6	-5	6	-5	-7	1
Cc1cc(C)c2c(NC(N)=S)n[nH]c2n1	2	2	-2	4	0	4	0	-3	-2
CCn1cc(S(=O)(=O)NCCc2ccc(OC)c(OC)c2)cn1	-4	-1	-1	3	-1	-1	-4	0	1
Cc1noc(C)c1C(=O)NNc1ccc(C(C)C)cc1	6	-3	4	1	8	0	2	1	6
O=C(CCN1C(=O)[C@H]2CC=CC[C@H]2C1=O)NCc1nc(-c2ccc(Cl)cc2)no1	6	-2	3	2	-4	5	-1	12	2
Cc1[nH]n(-c2ccccc2)c(=O)c1N=Nc1ccc(C(N)=O)cc1	8	-1	1	-2	4	10	0	2	7
COc1ccc(NS(=O)(=O)c2ccc3oc(SC)nc3c2)cc1	-12	16	0	16	-6	4	-4	-8	-2
COc1ccc(NC2=C(Cl)C(=O)N(CCc3ccccc3)C2=O)c(OC)c1	-3	6	1	28	1	2	-5	7	2
Clc1ccc(CNC23CN4CN(CN(C4)C2)C3)c(Cl)c1	8	2	-3	5	-3	0	1	8	5

Among those listed so far, these contain an NH in an aromatic ring:
SMILES	PAFAH2 FP inh	pPAFAH FP inh	PAD4 FP inh	GSTO1 inh	PREPL inh	PAFAH1B3 FP inh	LYPLA1 inh	LYPLA2 counter	PAFAH1B2 inh
Cc1cc(C)c2c(NC(N)=S)n[nH]c2n1	2	2	-2	4	0	4	0	-3	-2
Cc1[nH]n(-c2ccccc2)c(=O)c1N=Nc1ccc(C(N)=O)cc1	8	-1	1	-2	4	10	0	2	7

More structures.
SMILES	PAFAH2 FP inh	pPAFAH FP inh	PAD4 FP inh	GSTO1 inh	PREPL inh	PAFAH1B3 FP inh	LYPLA1 inh	LYPLA2 counter	PAFAH1B2 inh
O=C1CC(c2ccc(O)cc2)Oc2cc(O)cc(O)c21 (stereo unspecified)	-6	4	0	14	8	6	5	13	2
Cc1cc2n(c(=O)c1C#N)CCCN2c1cccc(Cl)c1	-6	0	-4	1	14	14	3	-4	5
CCOC(=O)N/N=C1\CCc2ccccc21	2	2	-2	3	5	6	-3	2	3
CCn1c(SCC(=O)Nc2ccc3c(c2)OCO3)nnc1C(C)C	-10	5	-2	6	4	13	0	-3	1
COc1ccc([C@H]2CC(=O)C=C(c3ccc(OC)nc3)C2)cc1	4	3	-5	.	-1	10	5	5	-5
O/N=C1/C2C3CC4C5C3C1C5C1(OCCO1)C42 (stereo unspecified)	-1	5	3	4	4	0	-1	0	8
O=C(NCc1ccccc1Cl)c1cccc(NC2=NC3CS(=O)(=O)CC3S2)c1 (stereo unspecified)	3	-4	1	-2	-7	6	-3	-2	2
O=C(CCCC(=O)N/N=C\c1ccccn1)N/N=C\c1ccccn1	2	5	-2	-1	-6	9	0	-1	-4
CC(NC(=O)c1ccccc1F)c1nnc(SCC(=O)NC2=NCCS2)n1C (stereo unspecified)	-4	3	0	-3	10	5	5	2	5
O=C(c1ccco1)c1cn(CC(=O)N2CCCCC2)c2ccccc12	0	-2	6	2	-8	8	-2	-6	-2
CCOC(=O)C1=CC[C@H]2c3c(c4ccc(OC)cc4n3C)C(=O)C1N2S(=O)(=O)c1ccc(C)cc1	-5	5	-6	.	11	13	2	8	2
CCNc1oc(-c2ccc(OC)cc2)nc1S(=O)(=O)c1ccc(Br)cc1	0	6	0	0	7	0	2	1	0
Cc1ccc(-n2c(CNc3ccc(F)cc3)nnc2SCC(N)=O)cc1	-10	1	-2	-3	-23	-10	2	-2	12
O=C(COC(=O)c1c[nH]c(=O)[nH]c1=O)Nc1ccccc1	-1	5	-3	1	-1	-11	-2	3	-4
COc1ccc(NC2CS(=O)(=O)CC2NCc2ccccc2)cc1 (stereo unspecified)	5	4	8	3	17	7	0	0	4
Cc1ccc(-c2[nH]c(-c3ccccc3)nc2SCC(=O)NCC2CCCO2)cc1 (stereo unspecified)	6	-3	-4	5	9	-5	1	0	8
CCCCOc1ccc(C2CC(=O)N(C)C2=O)cc1 (stereo unspecified)	9	1	-1	-1	-4	13	-1	-2	6
CCS(=O)(=O)N1CCC(C(=O)Oc2ccccc2Cl)CC1	-2	2	2	4	16	1	0	7	2
C/C=C/C(=O)Nc1nnc(-c2ccccc2C)s1	-3	-2	0	-2	2	8	1	5	2
O=c1[nH]cnc2scc(C3COc4ccccc4O3)c12 (stereo unspecified)	-4	4	-2	-4	-115	-2	-1	0	1
Cc1ccc(Nc2nnc(SCC(=O)c3ccc(Br)s3)s2)c(C)c1	-23	11	-3	5	-6	-6	-11	-15	-3
CCOC(=O)c1sc(NC(=O)CSc2n[nH]c(-c3ccccc3)n2)c(C#N)c1C	8	11	-6	-17	-4	9	-9	-2	-3
O=C(CSc1nnnn1-c1ccccc1)Nc1ncc(Cc2cc(Cl)ccc2Cl)s1	-7	-7	-7	2	11	2	-2	-4	0
C=C(NS(=O)(=O)c1ccc(C)cc1)C(=O)OC	0	1	3	.	.	6	.	.	3
COc1ccccc1NC(=O)c1ccc(NC(=O)c2cc3c(s2)CCC3)cc1	-40	-3	2	-27	1	-15	-35	-64	3
CN(CC(=O)Nc1ccc(Cl)c(C(F)(F)F)c1)C(=O)c1cccc2cccnc12	-1	7	0	.	26	-2	-7	-3	2
CCc1nc(NCc2ccco2)c2oc3ccccc3c2n1	1	3	-6	-10	0	5	1	1	1
Clc1ccc2c(c1)C=Nc1c(NCc3ccccc3)ncnc1O2	-5	4	2	0	12	0	-1	8	1
CCN(CC)CCCN1C(=O)c2oc3ccccc3c(=O)c2C1c1cccc(OC)c1OC (stereo unspecified)	0	4	5	0	-2	0	1	-2	4
Nc1nnnn1/N=C/C(Br)=C/c1ccccc1	-6	4	3	-5	-4	5	3	4	-1
CCCNC(=O)c1onc(CSc2cccc(OC)c2)c1C(=O)NCCC	-5	-1	-1	-4	-12	8	-1	0	4
CCCCc1cc(=O)oc2cc(C)cc(OC(C)C(=O)NCc3ccccn3)c12 (stereo unspecified)	2	2	-2	-4	-10	5	2	4	0
CN(C)/C=N/N(C)c1ncccc1[N+](=O)[O-]	3	-5	-3	19	19	3	4	4	-4
COc1ccc(Cl)cc1C(=O)NNC(=O)CCNC(C)=O	2	1	-3	8	-1	6	-1	2	1
COc1ccc(Nc2nc(N)nc(CN(C)C3CCCCC3)n2)cc1	-1	1	-5	4	7	0	1	2	0
CN(C)c1cc[n+](CC(=O)c2cccs2)cc1	0	3	0	4	17	14	-2	-5	5
C/C=C/C(=O)OCC(=O)Nc1ccc(OC)c(Cl)c1	39*	6	1	3	-2	5	-2	1	-3
COc1ccc(C(=O)Nc2cccc(NC(=O)c3cccs3)c2)cc1	0	-7	1	-9	-25	0	-12	-13	0
OCCC1CN(Cc2cnc(N3CCCC3)s2)CCN1Cc1ccccc1 (stereo unspecified)	-2	3	-5	1	0	7	-1	-1	4
COc1ccccc1CNS(=O)(=O)c1ccc(Cl)s1	7	16	1	8	-31	5	6	5	8
CCC(C)[C@H](NC(=O)NCc1ccc(S(N)(=O)=O)cc1)C(=O)OC (stereo partly specified)	1	10	-5	3	10	1	1	9	3
CCC(C)Sc1ccc([C@H]2N[C@@](C)(C(=O)OC)[C@H]3C(=O)N(C)C(=O)[C@@H]23)cc1 (stereo partly specified)	-5	3	-5	.	1	6	.	.	-10
Cc1c(CN2CCCCC2)c(O)n(CCCO)c(=O)c1C#N	-7	2	1	0	-5	8	-1	4	2
CCCCOC(=O)C1Cc2ccccc2C(=O)O1 (stereo unspecified)	11	0	-1	2	4	6	2	10	3
OCC1(Cc2ccc(F)cc2F)CCCN(Cc2ccc(Cl)cc2)C1 (stereo unspecified)	-2	-5	-2	6	15	6	-1	-2	6
C=CCn1c(SCC(=O)NC(=O)NCc2ccco2)nc2sc(CC)cc2c1=O	8	9	-4	-5	-1	-3	-2	0	1
O=C(Cn1cnc2ccccc2c1=O)N1CCN(Cc2ccc3c(c2)OCO3)CC1	4	2	-2	-1	2	10	0	3	-7
COc1ccc(CCNc2c([N+](=O)[O-])ncn2C)cc1OC	1	4	-3	-3	4	2	3	1	3
CCCN1CCC(NC(=S)Nc2ccc([N+](=O)[O-])cc2)CC1	-7	2	-4	4	-2	6	-4	0	3
C=CCOc1ccc(/C(O)=C2/C(=O)C(=O)N(CCCn3ccnc3)C2c2ccco2)cc1 (stereo unspecified)	3	-3	4	7	6	7	-3	-5	0
COc1cccc(CCc2nnc(CCC(=O)NCCC3CCCCO3)o2)c1 (stereo unspecified)	6	3	-1	2	2	6	1	-5	1
CCOc1cc2c3c(c1)C1(C(=O)N3C(C)(C)C=C2C)C(C#N)=C(N)Oc2cc(O)ccc21 (stereo unspecified)	5	4	2	1	5	6	-7	4	-2
O=C(N/N=C/c1cnc(N2CCCCC2)s1)c1ccc(C(F)(F)F)cc1	1	8	-3	-3	4	4	1	-2	4
Cc1ccc(C(=O)NCC(=O)OC2CCCCC2=O)cc1C (stereo unspecified)	4	3	-1	.	20	6	.	.	4
CC(C)C[C@H](NC(=O)c1nc[nH]c1C(=O)N1CCc2ccccc2C1)C(=O)OC(C)(C)C	-8	2	1	1	5	-7	2	6	3
COc1ccc(N(CC(=O)NCc2ccco2)C(=O)CCC(=O)Nc2nccs2)cc1	6	0	-3	2	1	1	-1	-5	1
CC(NC1CCN(Cc2ccccc2)CC1)c1ccc(F)cc1 (stereo unspecified)	3	-3	-3	-1	-2	6	-2	-3	2
CSCCNC(=O)c1cccc(Cl)c1	-4	-3	-4	-4	-1	2	-1	0	-1
CC1CCCC(C)N1/N=C/c1cccc([N+](=O)[O-])c1 (stereo unspecified)	-3	1	-1	2	4	11	-2	6	2
C=CCN1C(=O)CN=C1Nc1cc(C)cc(C)c1	0	4	1	-1	-10	8	1	2	5

The list continues.
SMILES	PAFAH2 FP inh	pPAFAH FP inh	PAD4 FP inh	GSTO1 inh	PREPL inh	PAFAH1B3 FP inh	LYPLA1 inh	LYPLA2 counter	PAFAH1B2 inh
CN(C)CC(C)(C)CNS(=O)(=O)c1ccc(OC(F)(F)F)cc1	4	1	1	5	7	6	-2	5	0
CCc1ccc(NC(=O)CSc2nncn2-c2cccnc2)cc1	3	-3	-1	-1	2	-1	0	-1	7
CCOC(=O)Cn1nnnc1CN1CCN(c2ccc(OC)cc2)CC1	3	-2	-7	8	6	15	3	0	4
CC(C)c1ccc(NC(=O)CSc2nc3ncccc3[nH]2)cc1	-3	-9	-2	-9	-21	-3	-4	-2	3

Copied from the list.
CC(C)c1ccc(NC(=O)CSc2nc3ncccc3[nH]2)cc1 in pPAFAH FP inh: -9
CCc1ccc(NC(=O)CSc2nncn2-c2cccnc2)cc1 in LYPLA1 inh: 0
CN(C)CC(C)(C)CNS(=O)(=O)c1ccc(OC(F)(F)F)cc1 in GSTO1 inh: 5
CCOC(=O)Cn1nnnc1CN1CCN(c2ccc(OC)cc2)CC1 in LYPLA2 counter: 0

High-throughput results from PubChem.
